# Compound activity: PubChem, several laboratories
# Peg3 prom inh: inhibitors of Peg3 promoter; actives 1.7% (n = 360,000); inhibition, % at 20 µM; HeLa PEG-Prom luciferase reporter, luminescence, overnight;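 active = inhibition of at least 50% at 20 µM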
# hiPSC survival: enhancers of human iPSC single-cell survival. hiPSC single-cell survival, ATPlite luminescence; 100% = ROCK inhibitor wells, 0% = DMSO. actives 0.044% (n = 360,000). survival enhancement, % at 20 µM; in the data active = survival enhancement above about 18%;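 note: cells exposed to compounds for 16 hours before the ATP read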
# aDG glyco up: alpha-DG glycosylation activation | Pro5-aDG cells, alpha-DG glycosylation AlphaScreen (IIH6); 0% Pro5, 100% B10-LARGE cell signal | AID 624168 | activation, % at 10 µM | actives 0.22% (n = 360,000);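 active = activation of at least 8% versus controls, or a plate z-score of at least 8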;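 note: Pro5 are CHO cells carrying HIG-tagged alpha-DG that lacks glycosylation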
# NR2E3 ag-1: agonists of human nuclear receptor NR2E3 | inhibition of corepressor binding, % at 4.78 µM | GST-NR2E3/biotin-RetCOR TR-FRET, 1536-well | AID 2300 | Q9Y5X4 | actives 0.12% (n = 320,000);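 active = percent inhibition above the cutoff of mean plus 3 SD of all tested compounds, set per screening campaign, cut at about 20% in these data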;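 note: 0% = DMSO wells and 100% = biotin wells as full block of FRET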
# Target sequence (Q9Y5X4 whole entry, looked up): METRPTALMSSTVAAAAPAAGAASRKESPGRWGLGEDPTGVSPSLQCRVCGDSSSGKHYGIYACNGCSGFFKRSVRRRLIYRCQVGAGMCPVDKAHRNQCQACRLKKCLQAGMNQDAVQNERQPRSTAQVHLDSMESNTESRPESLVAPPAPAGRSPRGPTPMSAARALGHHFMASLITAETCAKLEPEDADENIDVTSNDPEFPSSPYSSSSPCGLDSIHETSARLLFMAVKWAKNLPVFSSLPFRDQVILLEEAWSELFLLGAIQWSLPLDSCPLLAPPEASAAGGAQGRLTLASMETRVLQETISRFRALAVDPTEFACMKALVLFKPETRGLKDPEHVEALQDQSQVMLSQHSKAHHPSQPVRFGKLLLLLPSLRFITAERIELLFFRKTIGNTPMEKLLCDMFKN
#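 Format: 1536-well format; test system: GST-NR2E3 and biotin-RetCOR proteins; read-out basis: percent inhibition of TR-FRET ratio; timing: 5 h incubation at 4 °C; detection: time-resolved FRET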
# HIF-2a inh: HIF-2a inhibition. actives 0.72% (n = 360,000). 786-0 RCC cells HIF-2a reporter, luciferase luminescence, overnight. inhibition, % at 18.8 µM;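 active = inhibition of the luminescence signal of 40% or more relative to plate controls, in a single-dose primary screen at 18.75 µM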
# Shn3 inh set2: inhibitors of Schnurri-3 3'UTR reporter in osteoblasts. Clone20 osteoblast Shn3 3'UTR firefly luciferase, 24 h. inhibition, % at 12.5 µM. actives 0.52% (n = 360,000). AID 588674;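 active = mean inhibition of at least 75% with every replicate also reaching 75%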;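 note: 0% = median of neutral control wells and 100% = pilot-screen positive control compound; some compounds past the cut are filed as inactive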
# NR2E3 ag-2: agonists of human NR2E3 nuclear receptor | Q9Y5X4 | CHO-S Gal4-NCOR/VP16-NR2E3 two-hybrid, luciferase | inhibition of corepressor binding, % at 3.98 µM | actives 0.35% (n = 360,000) | AID 602229;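 active = inhibition above the mean of all tested compounds plus 3 SD, cut at about 70% in these data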;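 note: 0% = DMSO with NR2E3 transfected cells and 100% = cells lacking NR2E3 construct; higher means lower luciferase signal from less NR2E3 corepressor binding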
# KKLEB tox: reduces viability of KKLEB cystic fibrosis airway cells; KKLEB CF airway cells viability, ATPlite luminescence, overnight; active compounds read low; cells stimulated with P. aeruginosa culture filtrate; activity change (cytotoxicity), % at 5 µM; actives 0.36% (n = 360,000);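 active = corrected activity change at or below -50% at 5 µM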
# TWEAK Fn14 block: inhibitors of TWEAK-Fn14 interaction signaling. TWEAK-stimulated Fn14 reporter cells, luciferase luminescence, 8 h. inhibition, % at 10 µM. actives 2% (n = 360,000). AID 1159606; in the data active = inhibition above about 50%
# MITF TRPM1 inh: MITF TRPM1 promoter inhibition in SK-MEL-5 cells | SK-MEL-5 TRPM1 promoter luciferase, 24 h | inhibition, % at 12.5 µM | actives 0.83% (n = 330,000);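 active = mean inhibition across replicates of 60% or more, whatever share of single replicates reaches that level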; note: values of inactives mirror those of a sister screen read the other way
# CF NFkB block: inhibitors of cystic fibrosis induced NF-kB. KKLEB NF-kB-GFP reporter, PAF-induced, GFP fluorescence overnight. inhibition, % at 5 µM. actives 0.86% (n = 360,000). AID 588850;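 active = at least 50% inhibition at 5 µM, scaled per plate between neutral and stimulator controls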;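 note: PAF is a Pseudomonas aeruginosa culture filtrate used as stimulus; plate controls were PAF-stimulated DMSO wells for no effect and unstimulated DMSO wells for full effect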
# * hit, by the source's call; nt = not tested or not shown.
SMILES,Peg3 prom inh,hiPSC survival,aDG glyco up,NR2E3 ag-1,HIF-2a inh,Shn3 inh set2,NR2E3 ag-2,KKLEB tox,TWEAK Fn14 block,MITF TRPM1 inh,CF NFkB block
Cc1ccc(CNS(=O)(=O)c2ccc3c(c2)NC(=O)CO3)cc1,6,0.9,0.7,-1,-4,-6,9,-3,26,-8,2
CCOc1ccc(NC(=S)N(CCCN2CCOCC2)Cc2cn(C)c3ccccc23)cc1,7,1.4,-0.3,0,14,-8,19,-6,1,10,-4
CN(C)CCOC(=O)COc1ccc(Cl)cc1,7,0.4,-0.1,5,6,0,-22,-1,-14,-1,-23
CCCn1nc(C(=O)OCC(=O)Nc2ncc(Cl)c(C)c2Cl)c2ccccc2c1=O,13,-0.5,-0.1,3,17,-21,17,-10,-8,8,-1
O=C(Nc1ccccc1F)c1ccco1,-30,-1.3,-0.3,0,-30,-8,0,4,-3,-26,7
COc1cc(C(=O)NCc2ccc3c(c2)OCO3)c([N+](=O)[O-])cc1OC,-7,0.0,-0.1,0,3,4,-19,-17,7,-4,-8
Cc1ccc(-c2nc3ccccc3s2)cc1NC(=S)NC(=O)c1cccc2ccccc12,-165,1.8,0.0,0,-219,-50,-102,-13,-26,-45,1
O=C(Cc1c(F)cccc1Cl)NC1CCN(Cc2ccccc2)CC1,15,-0.5,-0.1,2,1,-9,-9,7,-4,4,-20
CC(C)Cc1nnc(NC(=O)c2cc(-c3ccccc3)nc3ccccc23)s1,24,2.4,-0.2,-2,5,-3,0,20,12,5,-29
CCOC(=O)Cc1c(C)nc(Cc2ccc(OC(C)C)cc2)[nH]c1=O,7,-0.1,0.3,1,20,4,7,-20,15,15,-14
Cc1cccc(C)c1Nc1nnc(SCC(=O)NCc2cccs2)s1,9,-0.3,0.0,1,4,-5,-29,9,-10,-6,0
CCc1cc(=O)oc2cc(C)cc(OC(C)C(=O)O)c12 (stereo not drawn),0,-1.6,-0.2,1,2,-2,10,2,20,1,7
N#Cc1ccsc1NC(=O)CN1CCN(c2ccccn2)CC1,2,10,0.1,3,-5,-10,16,-16,12,-9,7
O=C(NCC1COCCO1)c1ccc(OC2CCN(CCc3ccccc3)CC2)cc1 (stereo not drawn),4,0.2,0.0,nt,5,9,-23,17,6,3,-16
CCOC(=O)C1=C(C)OC(N)=C(C#N)C1c1ccc(O)c(OC)c1 (stereo not drawn),14,-0.3,-0.1,2,8,8,-16,-5,4,2,11

# Quoted at random: 6 records from the list
SMILES,Peg3 prom inh,hiPSC survival,aDG glyco up,NR2E3 ag-1,HIF-2a inh,Shn3 inh set2,NR2E3 ag-2,KKLEB tox,TWEAK Fn14 block,MITF TRPM1 inh,CF NFkB block
CCOC(=O)Cc1c(C)nc(Cc2ccc(OC(C)C)cc2)[nH]c1=O,7,-0.1,0.3,1,20,4,7,-20,15,15,-14
COc1cc(C(=O)NCc2ccc3c(c2)OCO3)c([N+](=O)[O-])cc1OC,-7,0.0,-0.1,0,3,4,-19,-17,7,-4,-8
CCOC(=O)C1=C(C)OC(N)=C(C#N)C1c1ccc(O)c(OC)c1 (stereo not drawn),14,-0.3,-0.1,2,8,8,-16,-5,4,2,11
CCCn1nc(C(=O)OCC(=O)Nc2ncc(Cl)c(C)c2Cl)c2ccccc2c1=O,13,-0.5,-0.1,3,17,-21,17,-10,-8,8,-1
Cc1ccc(-c2nc3ccccc3s2)cc1NC(=S)NC(=O)c1cccc2ccccc12,-165,1.8,0.0,0,-219,-50,-102,-13,-26,-45,1
Cc1cccc(C)c1Nc1nnc(SCC(=O)NCc2cccs2)s1,9,-0.3,0.0,1,4,-5,-29,9,-10,-6,0

# (listing goes on)
SMILES,Peg3 prom inh,hiPSC survival,aDG glyco up,NR2E3 ag-1,HIF-2a inh,Shn3 inh set2,NR2E3 ag-2,KKLEB tox,TWEAK Fn14 block,MITF TRPM1 inh,CF NFkB block
CCc1ccc(C(C(=O)NC2CCCC2)N(C(=O)/C=C/C(=O)Nc2cc(C)on2)c2ccccc2C)cc1 (stereo not drawn),36,2.8,-0.3,6,18,-1,-6,-14,56*,-2,17
C#CCNC(=O)c1csc([C@@H]2O[C@H](CO)[C@@H](O)[C@H]2O)n1,7,1.0,-0.1,nt,-4,-10,-34,4,-7,nt,-6
CCCNC(=O)C(CC)NC(=O)c1ccc(C#N)cc1 (stereo not drawn),0,0.4,-0.2,5,10,-11,1,-4,11,-5,-10
CNc1oc(-c2ccccc2)nc1C#N,-37,-0.1,0.0,0,-68,6,-24,0,-8,4,-5
Cc1ccsc1C(=O)N1CCCC(CCC(=O)NCc2ccccc2F)C1 (stereo not drawn),1,-0.3,0.1,1,-20,8,-18,-17,-8,-4,15
CC(=O)Nc1ccc(S(=O)(=O)N2CCCN(S(=O)(=O)c3ccc(C)cc3)CC2)cc1,22,0.8,0.7,1,14,11,9,-3,-4,-5,10
O=C(Cn1cnc2ccccc2c1=O)NCCC(=O)Nc1ccccc1C(F)(F)F,8,-0.7,0.0,2,1,0,-5,-4,18,4,7
Cc1cccn2cc(-c3c[nH]c4ccccc34)nc12,-297,-1.7,0.0,-1,-287,-94,-99,-19,-41,-14,-12
CCOC(=O)C1CCN(C(=O)Cc2c(C(=O)O)n(CC)c3ccccc23)CC1,4,-3.6,0.1,5,8,-23,-3,2,16,17,10
COc1ccc2[nH]c(=O)c(CN(C(=O)c3cccnc3)c3ccccc3OC)cc2c1,3,1.4,0.1,4,6,1,0,9,-10,-6,-13
NS(=O)(=O)c1ccc(CCNC(=O)CN2CCN(c3cccc(Cl)c3)CC2)cc1,5,0.8,0.3,1,24,1,-23,5,-6,11,4
COC(=O)c1ccccc1NC(=O)C1CC(=O)N(c2ccc(F)cc2)C1 (stereo not drawn),-2,-0.6,0.1,3,-4,19,-7,5,-8,-1,5
COCCN(C(=O)CSCC(=O)Nc1ccc(C)cc1)c1c(N)n(CC(C)C)c(=O)[nH]c1=O,-6,2.3,-0.3,2,15,9,20,9,-7,-6,3
CCN1CCN(C(=O)CCN2C(=O)c3ccccc3C2=O)CC1,1,-1.7,-0.3,4,15,-48,-25,-7,-7,-4,4
Cc1ccc(C(=O)O)cc1S(=O)(=O)N1CCC(C(=O)O)CC1,12,-2.8,-0.3,-2,4,-67,17,4,2,5,-1
O=C(NNC(=O)C(O)(c1ccccc1)c1ccccc1)C1CC1,15,-0.1,1.0,3,10,-11,3,8,10,-7,-7
CC1(C2CC2)NC(=O)N(CC(=O)Nc2ccc(SC(F)F)cc2)C1=O (stereo not drawn),-8,3.5,-0.1,nt,-5,-6,-39,-10,-5,-11,8
CCNc1nc(NC(C)C)nc(N(C)C#N)n1,-58,-0.5,0.0,-1,6,-13,-30,-10,-5,10,30
CCOc1ccc(-c2nc(C#N)c(NCC3CCCO3)o2)cc1 (stereo not drawn),0,0.8,0.3,0,-8,3,-7,-2,-4,-16,-29
Cc1nn(C)cc1C(C)NCc1c(C(=O)N2CCCCCCC2)nc2ccc(Cl)cn12 (stereo not drawn),12,0.8,-0.1,2,0,14,-1,-5,-13,-6,-8
COc1ccccc1-c1nc(C#N)c(N2CCC(C(N)=O)CC2)o1,13,-1.1,-0.1,-2,7,6,-4,-9,-12,6,12
Cc1cccc(C)c1NC(=O)C(C)Sc1nnc(C)n1CC1CCCO1 (stereo not drawn),24,0.2,-0.1,nt,10,-1,-9,-2,-17,8,-6
O=S(=O)(CCSc1nc2ccccc2o1)c1nc2ccccc2s1,43,-2.8,0.0,-2,57*,-20,-13,-24,91*,54,57*
Cc1c(NCc2cc(Cl)ccc2O)c(=O)n(-c2ccccc2)n1C,12,0.3,-0.3,2,12,9,-11,-2,4,10,4
Cc1c(C#N)c2ccccc2n1CC(=O)NCC1CCCO1 (stereo not drawn),7,-0.9,0.0,0,12,3,3,12,18,-8,13
Cc1ccc2c(c1)N(C(=O)CSc1nncn1C)C(C)(C)c1ssc(=S)c1-2,24,2.6,-0.2,0,5,0,-12,-4,18,-1,20
COc1ccc(NC(NC(=O)c2cccnc2)C(Cl)(Cl)Cl)cc1 (stereo not drawn),9,-0.3,0.1,5,13,12,-28,1,-11,nt,-24
Cc1nn(CCCC(=O)NCc2ccco2)c(=O)c2nn(-c3ccccc3)c(C)c12,11,0.2,-0.2,-2,15,1,-11,3,-6,11,-4
COc1cnc(N(C)C)nc1Sc1ccc(Cl)cc1,25,1.4,-0.2,0,22,8,-18,-19,9,5,22
COC(=O)Cn1c(CN2CCOCC2)nc2c1c(=O)n(C)c(=O)n2C,4,2.6,-0.1,2,3,-1,-34,10,-6,nt,-20
C/C(=N\NC(N)=O)C1(C)CCCCC1,7,0.4,-0.1,5,12,-20,-4,8,8,4,1
Cc1cc2nc(-c3ccco3)c(CC(C)(C)C)n2c(C)c1Br,-7,1.7,0.0,nt,3,10,14,-28,13,nt,6
COc1ccccc1NS(=O)(=O)c1ccc(C(=O)NCC(c2ccco2)N2CCCCC2)cc1 (stereo not drawn),-18,-0.2,0.8,nt,4,-20,20,-6,-1,2,18
O=C(COC(=O)COc1ccc2ccccc2c1)NCC(F)(F)F,0,-0.7,0.2,2,20,4,-31,2,-13,3,-21
O=C(NC(=S)Nc1ccccc1Cl)c1cncc(Br)c1,-13,0.0,0.0,0,-61,-1,-6,0,-10,-15,7
O=C(NCC12CC3CC(C1)CC(CNC(=O)N1CCCC1)(C3)C2)N1CCCC1,18,1.9,0.4,1,4,22,-5,5,8,7,-5
CC(=O)Nc1ccc2c(COC(=O)[C@@H](NS(=O)(=O)c3ccc(C)cc3)C(C)C)cc(=O)oc2c1,23,3.8,0.0,nt,-1,16,15,-11,-10,-1,15
Cn1c(CNC(=O)c2ccco2)nnc1SCC(=O)c1ccc(F)cc1,14,0.6,-0.3,5,10,-20,-4,-2,3,-4,-10
CC(=O)NCCc1ccc(S(=O)(=O)NC2OC(=O)c3ccccc32)cc1 (stereo not drawn),8,0.3,-0.3,2,11,0,-13,-4,0,-8,7
COc1ccc([C@H]2N[C@]3(CCCN(CC4CCCCC4)C3=O)[C@H]3C(=O)N(Cc4ccccc4)C(=O)[C@@H]23)cc1,5,2.2,0.4,nt,11,3,-10,-19,-8,nt,1
COc1cccc(Nc2nc(C)nc3c2oc2ccccc23)c1,-51,1.2,0.0,0,-109,-61,-18,-2,23,-15,-28
O=C1CC(c2cccs2)Cc2nc(NCC3CCCO3)ncc21 (stereo not drawn),-8,-2.0,0.2,-1,0,9,-3,4,-7,-15,-1
O=C(Cn1cccc1)Nc1ccc(OC(F)(F)F)cc1,-5,11,0.2,-2,-16,-17,-2,-2,-16,-3,4
O=C(NCc1ccc(Cl)cc1)c1ccc(OCC2CCCO2)cc1 (stereo not drawn),1,-0.8,-0.1,2,-30,-18,-35,-4,-16,-16,13
O=C(Nc1ccc(-c2nc3cc(Cl)ccc3o2)cc1)C1CCCO1 (stereo not drawn),-330,-2.9,0.2,-3,-199,-18,-131,-4,50*,-38,-5
O=S(=O)(/N=C(/Nc1nc2ccccc2s1)c1ccccc1)c1ccc(F)cc1,-234,-0.1,-0.1,nt,-301,-41,-25,10,-7,-48,-4
